Tn6 DDE FP: DD(E)-Tn6 binding inhibition, primary FP screen; Fibrin DD(E) TRITC-Tn6 fluorescence polarization displacement; inhibition, % at 8.3 µM; hit rate 0.21% among 370,000; AID 720509;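 active = inhibition above a per-campaign cutoff: mean of compounds within control limits plus 3 SD, cut at about 15% in these data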;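 note: 0% = median of all compound wells on the plate and 100% = blocking peptide control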
ADAM17 inh: ADAM17 inhibition, QFRET primary screen; P78536; recombinant ADAM17, EDANS/DABCYL FRET peptide cleavage; AID 720648; hit rate 0.83% among 370,000; inhibition, % at 6.95 µM;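 active = inhibition above the mean of compounds lying between control limits plus 3 SD, set per campaign, cut at about 8.5% in these data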;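 note: 0% = DMSO-only wells as the low control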
PLCb3 inh: blocks human PLC-beta3 enzyme activity; inhibition, % at 12.2 µM; hit rate 0.18% among 370,000; Purified PLC-beta3, fluorogenic substrate, fluorescence; Q01970; in the data active = inhibition above about 11%;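 note: 0% = median of compound wells on plate and 100% = full blocker control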
KLK7 zymogen act: activators of human kallikrein-7 zymogen; purified proKLK7, EDANS-DABCYL substrate fluorescence; 100% is mature enzyme control, 0% vehicle; hit rate 0.9% among 370,000; AID 652039; activation, % at 7 µM; P49862;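 active = activation above the mean of all tested compounds plus 3 SD, computed per campaign excluding outliers beyond control limits, cut at about 13% in these data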
MBD2 inh: inhibitors of human MBD2 binding to methylated oligonucleotide. AID 686964. hit rate 0.31% among 370,000. TR-FRET. inhibition, % at 4.4 µM; in the data active = inhibition above about 13%
ARFGAP1 inhibitor: rat ARFGAP1 inhibition | Q62848 | Arfgap1-stimulated ARF1 GTP hydrolysis, GDP FP detection | inhibition, % at 16.5 µM | hit rate 0.26% among 360,000 | AID 651572;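 active = inhibition above a per-plate limit, mean inhibition of low control wells plus 3 SD, cut at about 25% in these data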;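 note: 0% = DMSO wells with enzyme and 100% = wells lacking Arfgap1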
Target sequence (Q62848 1-136 limits assumed): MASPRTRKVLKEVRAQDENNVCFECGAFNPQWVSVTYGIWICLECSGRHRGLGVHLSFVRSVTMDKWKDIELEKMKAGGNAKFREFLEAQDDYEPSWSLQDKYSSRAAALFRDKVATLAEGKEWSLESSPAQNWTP
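Material: rat Arfgap1 GAP domain (His6, aa 1-136), purified enzyme. Also added: human ARF1(Δ1-17)-GTP substrate. Compound dosing: 16.5 µM single point, 1.26% DMSO. Timing: enzyme reaction 120 min at 25 °C after 20 min preincubation. Signal: GDP detection by fluorescence polarization. Read-out basis: percent inhibition of GAP-stimulated GDP formation, scaled between DMSO and no-Arfgap1 medians.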
PLCg1 inh: inhibitors of human phospholipase C gamma1 | purified PLC-gamma1, fluorogenic substrate, fluorescence | inhibition, % at 12.2 µM | hit rate 0.84% among 370,000; in the data active = inhibition above about 9.5%
UHRF1 MBD2 ctr: blocks human UHRF1 binding to methylated DNA. Q96T88. UHRF1 binding to methylated oligo, TR-FRET. inhibition, % at 4.4 µM. hit rate 0.75% among 370,000; in the data active = inhibition above about 21%;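 note: UHRF1 SRA domain binding a hemimethylated CpG hairpin DNA probe; 0% = median of test compound wells and 100% = reference inhibitor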
Target sequence (Q96T88 whole entry, looked up, the tested form may be a part): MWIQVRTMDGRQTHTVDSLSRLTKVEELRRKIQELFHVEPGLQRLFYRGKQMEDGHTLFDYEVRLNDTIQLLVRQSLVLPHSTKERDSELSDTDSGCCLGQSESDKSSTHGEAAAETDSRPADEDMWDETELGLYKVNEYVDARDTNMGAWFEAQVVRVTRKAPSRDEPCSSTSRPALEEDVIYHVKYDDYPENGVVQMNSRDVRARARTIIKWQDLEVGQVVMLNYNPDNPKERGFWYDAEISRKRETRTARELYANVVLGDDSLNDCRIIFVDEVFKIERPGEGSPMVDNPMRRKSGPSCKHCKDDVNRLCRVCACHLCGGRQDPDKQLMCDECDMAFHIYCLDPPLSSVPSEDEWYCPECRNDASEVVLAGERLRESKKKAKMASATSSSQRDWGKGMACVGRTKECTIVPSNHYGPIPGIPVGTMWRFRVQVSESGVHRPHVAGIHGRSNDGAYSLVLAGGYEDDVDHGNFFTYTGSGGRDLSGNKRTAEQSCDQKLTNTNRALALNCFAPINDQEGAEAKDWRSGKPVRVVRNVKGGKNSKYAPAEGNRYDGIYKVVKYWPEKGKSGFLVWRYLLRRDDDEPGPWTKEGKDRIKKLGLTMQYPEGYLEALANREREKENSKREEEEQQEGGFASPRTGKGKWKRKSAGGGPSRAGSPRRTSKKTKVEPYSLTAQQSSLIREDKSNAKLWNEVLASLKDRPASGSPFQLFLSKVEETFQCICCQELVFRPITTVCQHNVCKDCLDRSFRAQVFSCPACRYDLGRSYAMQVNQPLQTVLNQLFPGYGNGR
ASAP1 inh: blocks human ASAP1-stimulated Arf1 GTP hydrolysis | Q9ULH1 | GDP FP detection | inhibition, % at 16.5 µM | hit rate 0.19% among 360,000; in the data active = inhibition above about 25%;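 note: 0% = vehicle with enzyme and substrate and 100% = no enzyme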
DDE Tn7 FP inh: DD(E)-Tn7 binding inhibition, primary FP screen; FP displacement of FITC-Tn7 peptide from fibrin DD(E); 0% = median of compound wells per plate; inhibition, % at 8.3 µM; hit rate 0.13% among 370,000; AID 720508;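 active = inhibition above the mean of compounds falling within the control limits plus 3 SD of them, cut at about 14% in these data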;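 note: 0% = plate median of compound wells and 100% = 10 µM Aha-Tn7 peptide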
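Assay system: human fibrin DD(E). Input: DD(E) 2 µM final. Medium: Tris buffer with calcium and detergent, pH 7.8. Compound dosing: single point at 8.3 µM. Timing: 10 min plus 3 h, room temperature. Technique: fluorescence polarization of the labelled Tn7 tracer. Read-out: percent inhibition. Replicates: singlicate testing.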
* marks the source's active call; other numbers are inactive results; i = inactive; · = not tested or not shown. Random draw from the library; 4.1% or so of the library scored in one or more.

SMILES | Tn6 DDE FP | ADAM17 inh | PLCb3 inh | KLK7 zymogen act | MBD2 inh | ARFGAP1 inhibitor | PLCg1 inh | UHRF1 MBD2 ctr | ASAP1 inh | DDE Tn7 FP inh
Cc1cc(C)n(C(=O)CN2C(=O)COc3ccccc32)n1 | -4 | -3 | -3 | -0.5 | 2 | -7 | -2 | -1 | -3 | -4
O=C(NCCCn1ccnc1)c1nc(Cn2ccc([N+](=O)[O-])n2)no1 | 3 | -4 | -1 | 0.3 | 0 | 8 | 4 | 2 | -15 | 5
Cc1ccc(-n2c(SCC(=O)Nc3ccc(Oc4ccccc4)cc3)nnc2-c2ccco2)cc1 | 4 | 0 | 1 | 0.3 | 2 | · | 0 | -3 | · | 4
COc1ccc(C)cc1-n1nnnc1SCc1cn2ccsc2n1 | -3 | -4 | -1 | 0.3 | 4 | 9 | -1 | -1 | -9 | -2
CCc1ccc(C(=O)NNC(=O)Cn2c(=O)cnc3ccccc32)cc1 | 5 | 1 | 5 | -0.5 | 2 | -1 | 5 | 0 | 5 | -5
COc1ccc(-n2c(=S)[nH]c3cc(C(=O)NCCCN4CCOCC4)ccc3c2=O)c(OC)c1 | -9 | -2 | 0 | -0.1 | 4 | 11 | -1 | 1 | 14 | -6
CC(NCc1ccc(OCC(N)=O)cc1)C12CC3CC(CC(C3)C1)C2 (stereo not given) | 0 | -2 | 3 | -0.2 | -1 | 0 | 3 | 0 | 8 | 1
CC(=O)Nc1sc(N/N=C\c2ccccc2)nc1-c1cccs1 | 0 | -2 | -26 | 0.3 | -1 | 7 | -24 | -7 | -6 | -4
C/C(=C\C(=O)Nc1nccs1)c1ccccc1 | -2 | 3 | 6 | 0.3 | -9 | -5 | 7 | -2 | -14 | 1
Cc1nn(CCC(N)=O)c2nc(-c3cccs3)cc(C(F)(F)F)c12 | -7 | i | -195 | 11 | 2 | 10 | -171 | 2 | -1 | -6
CCN(C(=O)COC(=O)c1c(NC(C)=O)sc(C)c1C)C1CCS(=O)(=O)C1 (stereo not given) | 10 | -3 | -6 | 0.1 | 6 | 2 | -4 | -1 | -1 | 6
CCCSc1nnc(Nc2ccccc2C)s1 | -3 | -4 | 1 | 0.4 | 2 | -4 | -1 | 7 | -4 | 6
COc1ccc(-c2c(-c3ccsc3)oc(=O)c3cc(OC)c(OC)cc23)cn1 | 5 | 0 | -6 | -0.1 | 4 | -5 | -5 | -3 | 1 | -12
COC(=O)C1=C(C)N(Cc2ccc(C)cc2)C(=O)C1 | 4 | -1 | 2 | 0.7 | 1 | 3 | -1 | 1 | 12 | 4
Cc1cc(N2CCCC2)ccc1/C=C1\NC(=S)N(C)C1=O | -7 | 4 | -34 | -0.4 | -10 | -4 | -28 | -10 | -1 | -11
CN(CC(=O)NC1CC(C)(C)NC(C)(C)C1)S(=O)(=O)c1cc(Cl)ccc1Cl | 0 | 0 | 2 | -0.5 | 1 | -3 | 0 | -1 | -2 | 1
COCCNc1nc(C)cc(-c2cc(C(=O)NC3CCCC3)on2)n1 | -4 | -2 | -4 | -0.9 | -2 | -10 | -3 | -2 | -1 | -5
Cc1ccc2c(c1)C(c1ccncc1)=NNC(c1ccccc1)=N2 | -1 | -2 | 0 | 0.4 | -5 | 10 | 2 | 0 | -11 | 0
N#Cc1c(Nc2ccccc2C(F)(F)F)s[nH]c1=O | -3 | -4 | -7 | -0.2 | 0 | 7 | -1 | 1 | -1 | 2
O=C(CCN1C(=O)/C(=C\c2ccccc2F)SC1=S)N1CCCCC1 | -1 | -5 | -7 | 0.2 | 6 | -14 | 2 | 3 | -1 | -2
CCN(CC)c1ccc(C(=O)NNC(=O)c2ccc3c(=O)n4c(nc3c2)CCC4)cc1 | -17 | 5 | -15 | -1.4 | 2 | 10 | -10 | 3 | 2 | -4
CC(=O)Nc1cccc(-c2cc(NC=O)c3ncc(-c4ccc(C(C)=O)cc4)n3c2)c1 | -14 | -32 | i | -33 | 6 | 25* | -485 | 0 | 19 | 3
N/C(=N\OC(=O)COc1ccccc1)c1ccncc1 | -6 | -4 | -4 | 0.5 | 2 | 8 | 4 | -1 | 21 | -5
CS(=O)(=O)N(CC(=O)N1CCN(c2ccccc2)CC1)c1cccc(Br)c1 | -5 | 0 | -2 | -0.6 | 8 | 14 | 2 | 2 | 0 | 5
COC(=O)c1cc(S(=O)(=O)NCCc2ccc(SC)cc2)c[nH]1 | -6 | -2 | -14 | -0.4 | -4 | -2 | 0 | 0 | 1 | -11

Other records
SMILES | Tn6 DDE FP | ADAM17 inh | PLCb3 inh | KLK7 zymogen act | MBD2 inh | ARFGAP1 inhibitor | PLCg1 inh | UHRF1 MBD2 ctr | ASAP1 inh | DDE Tn7 FP inh
N=c1oc2ccc3ccccc3c2cc1-c1nnc2n1CCCCC2 | 9 | i | i | 63* | -5 | 5 | i | -7 | 3 | -1
O=C(NNC(=O)c1cc2cc3ccccc3nc2s1)c1cccc(C(F)(F)F)c1 | -1 | -7 | -20 | 0.6 | 3 | -3 | -15 | 0 | 2 | 7
CCOc1ccccc1N1CCN(CC(=O)N(C2CCCC2)C2CCS(=O)(=O)C2)CC1 (stereo not given) | 0 | -1 | -6 | -0.7 | -1 | -5 | 0 | -3 | 7 | -4
COc1ccc(Cn2nnnc2C(c2cccs2)N2CCOCC2)cc1 (stereo not given) | 6 | 8.7* | 6 | 0.4 | 4 | -1 | 4 | 4 | 0 | -2
CCCc1sc(N/N=C/c2ccccn2)nc1-c1ccc(Br)cc1 | 0 | -6 | -10 | -0.3 | 5 | 7 | -10 | 3 | -3 | 0
CC1CN(C(=S)SCC(=O)c2ccc(Cl)cc2)CC(C)O1 (stereo not given) | 9 | 1 | 2 | 0.3 | 4 | -1 | 1 | 2 | 0 | -1
COc1cc(OC)cc(C(=O)NCC(=O)NC(C)c2ccccc2)c1 (stereo not given) | -4 | -3 | -1 | 0.0 | 4 | 5 | 2 | -1 | 18 | 6
CC(C)Cc1cc(C(=O)Nc2sc3c(c2C#N)CCC3)no1 | 5 | 1 | -3 | -0.1 | -8 | -8 | -1 | 0 | -4 | 2
CC(C)C(c1nnnn1CC1CCCO1)N1CCN(C2CCCC2)CC1 (stereo not given) | 2 | -2 | 1 | 0.1 | -1 | 2 | 5 | 5 | 10 | 5
COc1cccc(-c2csc(N3CCN(C(=S)Nc4cccc(C)c4)CC3)n2)c1 | 3 | 4 | 0 | -0.5 | -3 | -3 | 0 | 0 | -12 | -8
CCN1CCCC1Cn1cnc2c([nH]c3ccc(C)cc32)c1=O (stereo not given) | -4 | -115 | -75 | 16* | -4 | 5 | -57 | 0 | -6 | -7
O=C(COc1ccccc1)NCc1nnc2c3ccccc3c(-c3ccccc3)nn12 | 6 | 0 | -1 | 0.0 | -1 | 8 | 1 | -4 | 4 | -5
O=[N+]([O-])c1ccc(N/N=C/c2ccccc2)cc1 | 1 | 3 | -34 | 0.0 | -6 | 12 | -24 | 2 | -6 | -4
Cc1nc2cc(NCc3nc4ccccc4n3Cc3ccccc3)ccc2n1C | 10 | -6 | -61 | 0.1 | 1 | -5 | -48 | -3 | 0 | -8
O=C(CCNC(=O)c1ccccc1Cl)N/N=C\c1ccc(O)cc1 | 4 | -5 | -3 | -0.1 | -3 | -8 | 1 | -2 | -21 | 5
Cc1cccc(C(=O)Nc2ccccc2C(=O)OCC(=O)Nc2ccc(C#N)cc2)c1 | 2 | 3 | -5 | 17* | 1 | 6 | -1 | 3 | 4 | -11
COc1ccc(C(C(=O)NC2CCCC2)N(CCCO)C(=O)Cn2nnc(-c3ccc(C)o3)n2)cc1 (stereo not given) | 0 | -1 | -6 | 0.8 | -1 | 0 | 0 | -3 | 4 | 1
Cc1cc(C)cc(C(O)c2ncc(-c3ccc4ccccc4c3)[nH]2)c1 (stereo not given) | -8 | -9 | -28 | -3.1 | 0 | 3 | -22 | 0 | 11 | -8
Cc1cc(NC(=O)CSc2nc(C)c(C)n2CC(C)C)no1 | -1 | 2 | -4 | 0.1 | -2 | 10 | -6 | 4 | -1 | -10
CCc1nnn2c1Cn1c3ccccc3c(=O)n1[C@@H](C(C)C)C2 | -3 | -28 | -14 | 0.1 | -5 | · | -9 | 4 | · | -7
CC1=C(C(N)=O)C(c2ccncc2)n2nc(-c3ccccc3Cl)nc2N1 (stereo not given) | 7 | 0 | -1 | 0.9 | -2 | 1 | 1 | -1 | -5 | -13
CCNC(=O)c1ccc(NC(=O)CC2SC(N3CCCC3)=NC2=O)cc1 (stereo not given) | 6 | -2 | 2 | 0.4 | -4 | -6 | -51 | 0 | -13 | -1
COc1ccc(NC(=O)N/C=C/c2ccccc2)cc1 | -3 | 1 | 9 | 0.2 | 0 | -7 | 5 | -5 | -3 | -4
Cc1[nH]n(-c2ccccc2)c(=O)c1C=Nc1cccc(F)c1 | 12 | -4 | -4 | 0.3 | -1 | -6 | 3 | -5 | 1 | 5
CCN(C(=O)Cn1c(=O)oc2cc(S(=O)(=O)N3CCCC3)ccc21)c1ccc(OC)cc1 | -9 | 3 | 0 | 0.3 | 0 | 8 | -1 | 2 | -5 | 0

Taken from the listing (four entries):
SMILES | Tn6 DDE FP | ADAM17 inh | PLCb3 inh | KLK7 zymogen act | MBD2 inh | ARFGAP1 inhibitor | PLCg1 inh | UHRF1 MBD2 ctr | ASAP1 inh | DDE Tn7 FP inh
CCNC(=O)c1ccc(NC(=O)CC2SC(N3CCCC3)=NC2=O)cc1 (stereo not given) | 6 | -2 | 2 | 0.4 | -4 | -6 | -51 | 0 | -13 | -1
COc1ccc(NC(=O)N/C=C/c2ccccc2)cc1 | -3 | 1 | 9 | 0.2 | 0 | -7 | 5 | -5 | -3 | -4
Cc1[nH]n(-c2ccccc2)c(=O)c1C=Nc1cccc(F)c1 | 12 | -4 | -4 | 0.3 | -1 | -6 | 3 | -5 | 1 | 5
CCN(C(=O)Cn1c(=O)oc2cc(S(=O)(=O)N3CCCC3)ccc21)c1ccc(OC)cc1 | -9 | 3 | 0 | 0.3 | 0 | 8 | -1 | 2 | -5 | 0

Further results
SMILES | Tn6 DDE FP | ADAM17 inh | PLCb3 inh | KLK7 zymogen act | MBD2 inh | ARFGAP1 inhibitor | PLCg1 inh | UHRF1 MBD2 ctr | ASAP1 inh | DDE Tn7 FP inh
CCCCN(Cc1ccccc1)S(=O)(=O)c1cc2c(cc1Br)CC(C)N2C(C)=O (stereo not given) | -3 | 11* | -1 | 1.1 | -2 | 11 | 4 | 3 | -4 | -9
CCCCN(CCCC)Cc1ccc(C(=O)NNC(=O)Nc2ccc(F)cc2)o1 | -4 | -4 | -7 | -0.2 | 3 | -2 | 2 | -1 | 12 | 5
CCO/C(C)=N/n1c2nc3ccccc3nc2c2c(=O)n(Cc3ccccc3Cl)c(C)nc21 | 4 | -8 | -14 | -1.9 | -2 | 3 | -9 | 0 | 1 | 4
CCOC(=O)C1=C(CC)NC2=C(C(=O)CCC2)C1c1ccc(OC)c(OC)c1 (stereo not given) | -7 | -9 | -66 | -0.4 | -8 | 1 | -49 | -1 | 13 | -4
CCOC(=O)c1cnc(SCC)[nH]c1=O | 3 | 0 | 0 | -0.5 | 2 | 3 | -3 | 1 | 0 | 0
CCN(C(=O)C(C)OC(=O)CCCNC(=O)c1ccc(Cl)cc1)c1ccccc1 (stereo not given) | 8 | 0 | 1 | 0.1 | -1 | -4 | 2 | 0 | 4 | -7

Screening data (PubChem BioAssay)
